H37Rv inhibition – M. tuberculosis growth inhibition, HTS (AID 449762); M. tuberculosis H37Rv growth inhibition, 7H9 media; higher % means a stronger effect; actives 0.59% (n = 330,000); one-dose inhibition, % at 25 µM; IC50 in µM for titrated hits; in the data active = a potency from the dose series; inconclusive = inhibition above about 70% without an active follow-up result;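 also: bacterial growth assessed after seven days of incubation; strong numbers were not always called active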
inhibitors of VEEV – inhibitors of VEEV TC-83 cytopathic effect, confirmation, Vero cells (AID 588727); Vero cells, VEEV TC-83 cytopathic effect inhibition; higher % means a stronger effect; inhibition, % at 20 µM; hits with a dose series show IC50 in µM; actives 0.13% (n = 350,000); in the data active = a potency from the dose series; inconclusive = inhibition mostly from about 14% at the one dose, without a potency; inactive = the rest, 99 in 100 with inhibition below about 12%; also: strong numbers were not always called active
H1N1 NS1A inhibition – H1N1 influenza NS1A inhibitors, functional cell based assay (AID 504329); NS1A functional cell-based assay, percent inhibition; higher % means a stronger effect; inhibition, % at 12.5 µM, or IC50 in µM where a hit was titrated; actives 0.3% (n = 340,000); in the data active = a potency from the dose series; inconclusive = inhibition above about 27% without an active follow-up result; also: strong numbers were not always called active
Salmonella PhoP GFP – PhoP regulon inhibitors, Salmonella typhi PhoP promoter GFP reporter, confirmatory (AID 1850); actives 0.33% (n = 310,000); inhibition, % at 50 µM, or IC50 in µM where a hit was titrated; Salmonella Typhi PhoP-promoter GFP reporter, fluorescence, 4 h; higher % means a stronger effect; in the data active = a potency from the dose series; inconclusive = inhibition mostly from about 25% at the one dose, without a potency; inactive = the rest, 99 in 100 with inhibition below about 19%;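 also: 0% = induced wells with vehicle and 100% = uninduced wells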
M. tuberculosis – growth inhibition of non-replicating M. tuberculosis (AID 488890); Mycobacterium tuberculosis non-replicating, growth inhibition; higher % means a stronger effect; inhibition, % at 25 µM, or IC50 in µM where a hit was titrated; actives 0.39% (n = 320,000); in the data active = a potency from the dose series; inconclusive = inhibition mostly from about 82% at the one dose, without a potency; inactive = the rest, 99 in 100 with inhibition below about 76%;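 also: plate controls were DMSO cells for no effect and high antibiotic wells for full effect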
inhibitors of VEEV 10K pilot screen – further read-out of inhibitors of VEEV, marked with its call; inhibition, %; measured here: 10K pilot screen inhibition
* = called active by the depositor.

What do the screens show for `C/C(=N\NC(=O)CNc1cccc2ccccc12)c1ccc(Br)s1`?
H37Rv inhibition: 2.1%; inhibitors of VEEV: 0.2%; H1N1 NS1A inhibition: 8.6%; Salmonella PhoP GFP: -4.3%; M. tuberculosis: -2.1%

Results for Cc1ccc(OCC(=O)Nc2ccc3c4c(cccc24)CC3)c(C)c1 ?
H37Rv inhibition: 14.8%; inhibitors of VEEV: 0.3%; H1N1 NS1A inhibition: -7.0%; Salmonella PhoP GFP: -4.6%; M. tuberculosis: -0.2%

Results for O=C(NCCCN1CCOCC1)c1ccc(CS(=O)(=O)c2c(Cl)cccc2Cl)o1 ?
H37Rv inhibition: -2.6%; inhibitors of VEEV: inactive; H1N1 NS1A inhibition: -1.2%; Salmonella PhoP GFP: 9.1%; M. tuberculosis: 11.7%

What do the screens show for `NCC1CCN(c2nc3ccccc3c3c2CCCC3)CC1`?
inhibitors of VEEV: >25µM*; H1N1 NS1A inhibition: 2.3%

What do the screens show for `CCOC(CCn1c(SCC(=O)NC2CCCC2)nc2ccccc2c1=O)OCC`?
H37Rv inhibition: -4.9%; inhibitors of VEEV: 3.0%; H1N1 NS1A inhibition: -14.8%; Salmonella PhoP GFP: -4.3%; M. tuberculosis: -6.1%

How did CCOC(=O)c1c(NC(=O)CSc2nnc3c(n2)[nH]c2ccc(F)cc23)sc(C(C)=O)c1C do in these assays?
H37Rv inhibition: -0.1%; inhibitors of VEEV: 7.0%; H1N1 NS1A inhibition: -1.9%; Salmonella PhoP GFP: 6.6%; M. tuberculosis: -1.8%

What do the screens show for `Cc1cc(C)n(-c2nc(N(C)C)nc(N(C)C)n2)n1`?
H37Rv inhibition: 4.9%; inhibitors of VEEV: inactive; H1N1 NS1A inhibition: -1.2%; Salmonella PhoP GFP: -2.1%; M. tuberculosis: 33.3%

What do the screens show for `CC(C)(C)OC(=O)N/N=C/c1cccc([N+](=O)[O-])c1`?
H37Rv inhibition: 1.1%; inhibitors of VEEV: inactive; H1N1 NS1A inhibition: -6.3%; Salmonella PhoP GFP: -6.3%; M. tuberculosis: 4.2%

What do the screens show for `Cc1ccccc1-n1c(/C=C/c2ccccn2)nc2ccccc2c1=O`?
H37Rv inhibition: 10.6%; inhibitors of VEEV: inconclusive; H1N1 NS1A inhibition: 1.6%; Salmonella PhoP GFP: 5.5%; M. tuberculosis: 18.1%

Results for Cn1c(CN2CCOCC2)nc2cc(NC(=O)COc3ccccc3)ccc21 ?
H37Rv inhibition: 1.7%; inhibitors of VEEV: 3.1%; H1N1 NS1A inhibition: -10.5%; Salmonella PhoP GFP: -0.8%; M. tuberculosis: -1.2%

How did COc1cc2c(cc1OC)C(c1cccc(Cl)c1Cl)CC(=O)N2 (configuration not stated) do in these assays?
H37Rv inhibition: 2.0%; inhibitors of VEEV: 1.5%; H1N1 NS1A inhibition: -3.7%; Salmonella PhoP GFP: -1.8%; M. tuberculosis: 3.0%

How did CC(=O)c1c(C)[nH]c2ccccc2c1=O do in these assays?
H37Rv inhibition: -7.0%; inhibitors of VEEV: 1.4%; H1N1 NS1A inhibition: 5.8%; Salmonella PhoP GFP: 7.3%; M. tuberculosis: -2.4%

How did O=C(O)CCC(=O)Nc1ccc(F)cc1 do in these assays?
H37Rv inhibition: -1.2%; inhibitors of VEEV: 3.7%; H1N1 NS1A inhibition: -0.4%; Salmonella PhoP GFP: -3.7%; M. tuberculosis: -4.6%

Results for COc1ccc(CC(=O)NCCN2CCOCC2)cc1 ?
H37Rv inhibition: 1.8%; inhibitors of VEEV: 0.4%; H1N1 NS1A inhibition: 3.4%; Salmonella PhoP GFP: 5.0%; M. tuberculosis: -1.1%

Results for COc1ccc(-c2nnc(SCc3nc4ccccc4s3)n2C(C)C)cc1 ?
H37Rv inhibition: -4.7%; inhibitors of VEEV: 10.9%; H1N1 NS1A inhibition: -13.1%; Salmonella PhoP GFP: 8.5%; M. tuberculosis: 23.4%

Results for OC(CN1CCN(c2ccc(F)cc2)CC1)c1ccc(Cl)cc1 (configuration not stated) ?
H37Rv inhibition: 12.3%; inhibitors of VEEV: 4.5%; H1N1 NS1A inhibition: 1.2%; Salmonella PhoP GFP: -3.0%; M. tuberculosis: 31.8%

What do the screens show for `CCN(CC)CCCNc1nc(C)cc(COC)c1C#N`?
H37Rv inhibition: -1.4%; inhibitors of VEEV: inactive; H1N1 NS1A inhibition: 9.5%; Salmonella PhoP GFP: 1.8%; M. tuberculosis: 3.6%

Results for Cc1cc(C(C)(C)C)c(OC(=O)[C@@H]2OC(c3ccccc3)=C[C@H]2c2ccccc2)c(C(C)(C)C)c1 ?
H37Rv inhibition: 3.5%; inhibitors of VEEV: inactive; H1N1 NS1A inhibition: -3.9%; M. tuberculosis: 1.8%

Results for N#Cc1ccccc1OCC(=O)NC(=O)NCc1ccccc1 ?
H37Rv inhibition: 3.9%; inhibitors of VEEV: 1.1%; H1N1 NS1A inhibition: 9.9%; Salmonella PhoP GFP: 9.3%; M. tuberculosis: 10.1%

How did COc1ccc(CN(C)C(=O)c2cc(S(=O)(=O)N3CCCCCC3)ccc2OC)cc1OC do in these assays?
H37Rv inhibition: -4.0%; inhibitors of VEEV: 8.0%; H1N1 NS1A inhibition: 0.6%; Salmonella PhoP GFP: 1.7%; M. tuberculosis: 22.8%

What do the screens show for `CCOCCCNC(=O)CCc1nnc2n(CCC(C)C)c(=O)c3ccccc3n12`?
H37Rv inhibition: -2.9%; inhibitors of VEEV: 1.3%; H1N1 NS1A inhibition: -22.2%; Salmonella PhoP GFP: 9.2%; M. tuberculosis: -9.6%

How did COc1ccc(C(=O)OC2CC3CCC(C2)[N+]3(C)[O-])cc1OC (configuration not stated) do in these assays?
H37Rv inhibition: -5.0%; inhibitors of VEEV: 0.2%; H1N1 NS1A inhibition: 1.3%; Salmonella PhoP GFP: 0.4%; M. tuberculosis: -3.6%

How did S=c1nccc(-c2ccc3c(c2)CCO3)[nH]1 do in these assays?
H37Rv inhibition: 4.0%; inhibitors of VEEV: 1.1%; H1N1 NS1A inhibition: 7.7%; Salmonella PhoP GFP: -2.2%; M. tuberculosis: -2.0%

How did O=C(CCl)Nc1cc2[nH]c(=O)[nH]c2cc1Br do in these assays?
H37Rv inhibition: inconclusive; inhibitors of VEEV: inconclusive; H1N1 NS1A inhibition: 4.8%; Salmonella PhoP GFP: -6.8%; M. tuberculosis: 78.5%

What do the screens show for `COc1nccnc1NS(=O)(=O)c1ccc(NC(=O)c2ccccc2Br)cc1`?
H37Rv inhibition: 16.8%; inhibitors of VEEV: 1.6%; H1N1 NS1A inhibition: 4.7%; Salmonella PhoP GFP: -10.7%; M. tuberculosis: 20.0%

Results for CC(Sc1nnc(COc2ccc(Cl)cc2)n1Cc1ccco1)C(=O)N1CCNC1=O (configuration not stated) ?
H37Rv inhibition: -7.8%; inhibitors of VEEV: inactive; H1N1 NS1A inhibition: -6.2%; M. tuberculosis: 30.3%

What do the screens show for `COc1cccc(CC(NC(C)=O)C(=O)NC2CCN(c3c4c(nc5ncnn35)CCC4)CC2)c1` (configuration not stated)?
inhibitors of VEEV: 0.9%; H1N1 NS1A inhibition: -10.7%

What do the screens show for `O=C1CCCN1CCc1cccc2ccccc12`?
inhibitors of VEEV: 0.3%; H1N1 NS1A inhibition: 0.8%

Results for CCOC(=O)c1snc(-c2ccc(F)cc2)c1N ?
H37Rv inhibition: 8.7%; inhibitors of VEEV: 0.5%; H1N1 NS1A inhibition: -1.4%; Salmonella PhoP GFP: 5.2%; M. tuberculosis: 14.6%

How did CCCOc1ccccc1N/C(=N/c1nc(C)cc(C)n1)NC(=O)Nc1ccc(Cl)cc1 do in these assays?
H37Rv inhibition: 6.8%; inhibitors of VEEV: inactive; H1N1 NS1A inhibition: 4.4%; Salmonella PhoP GFP: -1.4%; M. tuberculosis: 21.0%; inhibitors of VEEV 10K pilot screen: 0.0

What do the screens show for `COc1ccc(NC(=O)CN(C)C(=O)c2cccc(S(=O)(=O)N3CCCc4ccccc43)c2)cc1`?
H37Rv inhibition: 41.4%; inhibitors of VEEV: 3.9%; H1N1 NS1A inhibition: 0.7%; Salmonella PhoP GFP: 2.1%; M. tuberculosis: 24.4%

What do the screens show for `O=S(=O)(c1cccc(-c2csc(-c3cccnc3)n2)c1)N1CCOCC1`?
H37Rv inhibition: -6.2%; inhibitors of VEEV: 0.3%; H1N1 NS1A inhibition: 15.9%; Salmonella PhoP GFP: 7.7%; M. tuberculosis: 9.7%

Results for COc1ccccc1NC(=O)C(C)Sc1nnc2ccccn12 (configuration not stated) ?
H37Rv inhibition: 4.7%; inhibitors of VEEV: 0.2%; H1N1 NS1A inhibition: -14.2%; M. tuberculosis: -0.2%

What do the screens show for `O=C(Cc1ccccc1)c1ccccn1`?
inhibitors of VEEV: 0.8%; H1N1 NS1A inhibition: 4.1%

How did O=C(CCN1C(=O)/C(=C/c2ccc(Cl)cc2)SC1=S)Nc1cccnc1 do in these assays?
H37Rv inhibition: 1.4%; inhibitors of VEEV: 1.3%; H1N1 NS1A inhibition: -1.7%; Salmonella PhoP GFP: 8.4%; M. tuberculosis: -2.4%

Results for O=C1CN(C(=O)c2ccc(Cl)nc2)c2ccccc2N1 ?
H37Rv inhibition: -7.1%; inhibitors of VEEV: inactive; H1N1 NS1A inhibition: 2.3%; Salmonella PhoP GFP: -5.8%; M. tuberculosis: -5.6%

Not a retest: entries from further up.
What do the screens show for `COc1nccnc1NS(=O)(=O)c1ccc(NC(=O)c2ccccc2Br)cc1`?
H37Rv inhibition: 16.8%; inhibitors of VEEV: 1.6%; H1N1 NS1A inhibition: 4.7%; Salmonella PhoP GFP: -10.7%; M. tuberculosis: 20.0%

Results for CC(Sc1nnc(COc2ccc(Cl)cc2)n1Cc1ccco1)C(=O)N1CCNC1=O (configuration not stated) ?
H37Rv inhibition: -7.8%; inhibitors of VEEV: inactive; H1N1 NS1A inhibition: -6.2%; M. tuberculosis: 30.3%

Additional structures follow:
How did CCC(O)C1CCN(Cc2cn(-c3ccc(OC)cc3)nc2-c2cccc(F)c2)CC1 (configuration not stated) do in these assays?
H37Rv inhibition: 0.4%; inhibitors of VEEV: 1.2%; H1N1 NS1A inhibition: -3.5%; Salmonella PhoP GFP: 3.3%; M. tuberculosis: 42.5%

Results for CCCCn1c(-c2csc(CCC)c2)n[nH]c1=S ?
H37Rv inhibition: 8.9%; inhibitors of VEEV: 1.2%; H1N1 NS1A inhibition: 0.1%; Salmonella PhoP GFP: -0.1%; M. tuberculosis: -14.6%

What do the screens show for `Cc1cc2cc(C)c3nnc(SCC(=O)Nc4ccc(S(=O)(=O)N5CCCCC5C)cc4)n3c2cc1C` (configuration not stated)?
H37Rv inhibition: 2.4%; inhibitors of VEEV: 2.0%; H1N1 NS1A inhibition: 1.6%; Salmonella PhoP GFP: -3.6%; M. tuberculosis: 17.1%

Results for Cc1nn(C)c(-c2n[nH]c(=S)n2-c2ccccc2)c1Cl ?
H37Rv inhibition: -6.3%; inhibitors of VEEV: 2.0%; H1N1 NS1A inhibition: -3.8%; Salmonella PhoP GFP: -5.6%; M. tuberculosis: -14.4%

What do the screens show for `CC(C)CCn1c(=O)c2c(nc3n2CCCN3Cc2ccccc2)n(C)c1=O`?
H37Rv inhibition: 3.2%; inhibitors of VEEV: 4.5%; H1N1 NS1A inhibition: -14.7%; Salmonella PhoP GFP: 10.9%; M. tuberculosis: 23.7%

How did CN(O)/C=N/C(=S)Nc1ccc(Cl)cc1Cl do in these assays?
H37Rv inhibition: 7.0%; inhibitors of VEEV: 1.0%; H1N1 NS1A inhibition: -9.9%; Salmonella PhoP GFP: -12.2%; M. tuberculosis: 9.2%

How did COc1cccc([C@@H]2CC=C(C(=O)O)[C@H](c3ccc(Cl)cc3)N2S(=O)(=O)c2ccc(C)cc2)c1 do in these assays?
H37Rv inhibition: -4.1%; inhibitors of VEEV: 0.2%; H1N1 NS1A inhibition: -23.6%; Salmonella PhoP GFP: 3.3%; M. tuberculosis: 32.9%; inhibitors of VEEV 10K pilot screen: 2.3

What do the screens show for `CCc1c(C)nc2cc(-c3ccc(OC)c(OC)c3)nn2c1N1CCC(C)CC1`?
H37Rv inhibition: -2.8%; inhibitors of VEEV: 1.4%; H1N1 NS1A inhibition: -5.2%; Salmonella PhoP GFP: -6.5%; M. tuberculosis: 1.6%

What do the screens show for `O=C(CSc1nncn1-c1cccnc1)N(c1ccccc1)c1ccccc1`?
H37Rv inhibition: 18.2%; inhibitors of VEEV: 2.1%; H1N1 NS1A inhibition: -7.2%; Salmonella PhoP GFP: -5.5%; M. tuberculosis: 1.3%

Screens from PubChem BioAssay.

The order is random; any-hit rate near 1.4%.
